Compound activity: PubChem BioAssay, Broad Institute
Cneo AK release: causes C. neoformans cell lysis; lysis activity, % at 15 µM; adenylate kinase release luminescence, 4 h; normalised: neutral wells 0, clomiphene wells 100; AID 651654; hit rate 0.2% among 360,000;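 active = mean lysis activity across replicates of at least 80%, whatever share of replicates individually reach that level; inactive = mean lysis activity below 80%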
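Material – log-phase Cryptococcus neoformans yeast cells · Input – 5 × 10^6 yeast cells/mL · Medium – fresh YPD growth medium · Doses – single compound concentration per well · Timing – static 4 h at 37 °C with compound, 1 h detection · Detection – adenylate kinase release luminescence · Read-out – signal increase indicating cell lysis · Control set – Clomiphene as positive lysis control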
PAX8 reporter: lowers PAX8-driven luciferase in RMG-I cells; hit rate 1.2% among 360,000; inhibition, % at 12.6 µM; RMG-I TPO-luciferase reporter, SteadyGlo, 24 h;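 active = mean replicate inhibition at least 60% with every replicate also reaching 60%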;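 note: luciferase light reporting Pax8 driven TPO promoter activity; plate controls were median of neutral control wells for no effect and mitoxantrone controls for full effect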
Statin myotox sup: suppressors of simvastatin-induced myotoxicity in C2C12 myotubes; ATP luminescence, 48 h; scaled: DMSO 0, geranylgeraniol control 100; rescue of ATP level, % at 7.49 µM; hit rate 0.78% among 330,000; AID 602340;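 active = mean ATP rescue above about 67%, or every replicate alone reaching that limit, limit read from the data, passing the limit was not always enough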;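 note: myotubes were challenged with 10 µM simvastatin during compound exposure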
PGC1a acetyl inh: PGC1a acetylation modulation, inhibitor mode; U2OS PGC1a acetylation, AlphaScreen anti-acetyl-lysine; with virally co-expressed GCN5 acetyltransferase; inhibition, % at 15.6 µM; hit rate 0.17% among 350,000;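 active = every replicate shows inhibition of at least 40%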;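 note: 0% = neutral control wells and 100% = positive control wells; some results beyond the cut were filed as inactive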
INS-1E GSIS act: primary screen for activators of insulin secretion dependent on glucose, INS-1E cells, GLuc reporter luminescence | hit rate 0.61% among 370,000 | INS-1E GLuc reporter insulin secretion, 2-3 h | activation, % at 16.6 µM | AID 743287;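 active = lowest replicate activation of at least 40%, so every replicate reaches that level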;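 note: 0% = median of neutral control wells and 100% = median of IBMX positive control wells; some compounds called inactive have numbers as strong as hits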
LGR2 inh: Drosophila LGR2 receptor signaling inhibition | HEK293 LGR2, CRE-luciferase, bursicon-stimulated, 4 h | inhibition, % at 9.99 µM | hit rate 0.35% among 380,000 | AID 720647;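 active = drop in luminescence signal, shown as inhibition above about 50% in the replicate tests, limit read from the data, passing the limit was not always enough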;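 note: agonist challenge used bursicon conditioned medium at about half maximal strength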
ARNT TACC3 PPI: ARNT/TACC3 interaction disruption. Q9Y6A5. AlphaScreen His-ARNT PAS-B/GST-TACC3 binding, luminescence; TACC3 fragment carries E629A point mutation. inhibition, % at 9.99 µM. hit rate 0.66% among 390,000. AID 623870;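 active = mean inhibition of replicates at least 50% and at least half of replicates each reaching 50%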;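 note: 0% = complete ARNT plus TACC3 wells and 100% = ARNT alone without TACC3; many hits fall short of the cut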
PglD DTNB: blocks C. jejuni PglD acetyltransferase activity; purified PglD enzyme, DTNB colorimetric CoA detection; inhibition, % at 12.5 µM; hit rate 0.098% among 360,000; in the data active = inhibition above about 16%, passing the limit was not always enough; note: strong numbers were not always called active
* hit, by the source's call; x = no result given.

Below each SMILES: Cneo AK release, INS-1E GSIS act, LGR2 inh, PAX8 reporter, ARNT TACC3 PPI, PGC1a acetyl inh, PglD DTNB, Statin myotox sup
> COc1ccccc1CNC(=O)COC(=O)/C=C/c1cccs1
  x, 19.6, -5.0, -21.0, 1.4, x, x, x
> C[C@@H]1CCCCO[C@H](CN(C)C(=O)Nc2ccc(C(F)(F)F)cc2)[C@H](C)CN([C@H](C)CO)C(=O)c2cc(NS(=O)(=O)c3ccccc3)ccc2O1
  0.4, 5.7, 16.8, 50.3, -2.9, 0.6, -0.7, x
> Cn1cc(S(=O)(=O)N2CCCC2)cc1C(=O)NCc1ccccc1
  0.6, x, -4.1, 0.0, -3.5, -18.0, -0.9, -0.1
> CCOC(=O)C(CC(C)C)CP(=O)(O)CNC(=O)OCc1ccccc1 (stereo unspecified)
  x, -5.5, -1.8, x, -11.7, 2.3, x, x
> Cc1cccc(CN(CC(=O)N/N=C/c2cccs2)S(=O)(=O)c2ccc(Cl)cc2)c1
  3.4, x, x, x, -6.4, -13.4, -2.8, 4.4
> Cc1ccc(NC(=S)N2CCCC(CO)C2)c(C)c1 (stereo unspecified)
  x, -23.8, -19.1, -19.8, -5.8, x, x, x
> Cc1ccc(OCCC(=O)NNC(=O)c2ccncc2)cc1
  -5.9, -1.2, -6.0, -5.1, x, -2.3, -1.3, 3.1
> O=C(CCC(=O)N1CCN(Cc2ccc(F)cc2)CC1)Nc1nnc(C2CCCCC2)s1
  0.5, -8.0, 6.6, 15.0, -6.8, 6.7, -2.4, -2.7
> Cc1ccc(-c2ccc([C@@H]3[C@@H](CO)N4C(=O)CN(C(=O)c5cccnc5)C[C@H]34)cc2)cc1
  x, -7.5, 5.0, 3.4, x, -7.6, x, x
> C[C@@H]1CCCCO[C@@H](CN(C)C(=O)CCCN(C)C)[C@H](C)CN([C@H](C)CO)C(=O)c2cc(NC(=O)Cc3ccccc3)ccc2O1
  2.1, -14.8, 5.2, -11.7, -7.0, -21.3, -1.1, x
> O=C(CNC(=O)c1sc2ccccc2c1Cl)NCc1ccc(F)cc1
  -2.4, 22.6, 11.7, -6.0, -4.2, x, -3.0, -22.8
> CC(C)NC(=O)NCC[C@@H]1CC[C@H](NC(=O)CN(C)C)[C@H](CO)O1
  -1.7, 4.5, -17.6, 0.2, -11.8, -10.4, -1.8, -8.5
> COc1ccc(-c2cnc3c(c2)C(=O)N([C@H](C)CO)C[C@@H](C)[C@H](CN(C)C(=O)Cc2ccncc2)O3)cc1
  x, -3.9, -3.6, 8.9, x, 2.3, x, x
> CCOc1cc(C)c(Cl)cc1S(=O)(=O)n1nnc2ccccc21
  0.4, x, x, 12.6, -9.8, 5.0, 2.3, -3.1
> C[C@@H]1CN([C@@H](C)CO)C(=O)Cc2cc(NC(=O)Nc3ccc4c(c3)OCO4)ccc2O[C@H]1CN(C)Cc1ccc(C(=O)O)cc1
  x, -20.3, -6.6, -9.7, x, 1.1, x, x
> Cc1ccc(-n2c(SCC(N)=O)nc3c(oc4ccccc43)c2=O)cc1
  2.7, 10.6, -5.8, -9.7, 0.5, 1.4, 4.8, 0.7
> C[C@H](CO)N1C[C@H](C)[C@H](CN(C)S(C)(=O)=O)Oc2ncc(C#Cc3cccc(F)c3)cc2C1=O
  0.3, 7.4, -2.3, 13.6, -5.8, 5.1, -0.9, 20.0
> Cc1ccc(NC(=O)c2ccccc2F)cc1S(=O)(=O)N1CCCCCC1
  x, 21.2, 12.9, 16.2, -2.4, -6.7, x, x
> CNC(=O)C[C@H]1CC[C@H]2[C@@H](COC[C@@H](O)CN2Cc2ccncc2)O1
  4.4, 4.7, 2.1, -3.3, 3.4, 5.6, 0.6, 0.8
> O=C(O)C1CC(=O)N(CCOc2ccccc2)C1 (stereo unspecified)
  -0.6, x, x, x, -4.1, -0.7, -1.8, -2.3

Filtered by structure: the entries above with an aryl methoxy group
Below each SMILES: Cneo AK release, INS-1E GSIS act, LGR2 inh, PAX8 reporter, ARNT TACC3 PPI, PGC1a acetyl inh, PglD DTNB, Statin myotox sup
> COc1ccccc1CNC(=O)COC(=O)/C=C/c1cccs1
  x, 19.6, -5.0, -21.0, 1.4, x, x, x
> COc1ccc(-c2cnc3c(c2)C(=O)N([C@H](C)CO)C[C@@H](C)[C@H](CN(C)C(=O)Cc2ccncc2)O3)cc1
  x, -3.9, -3.6, 8.9, x, 2.3, x, x

The list continues.
Below each SMILES: Cneo AK release, INS-1E GSIS act, LGR2 inh, PAX8 reporter, ARNT TACC3 PPI, PGC1a acetyl inh, PglD DTNB, Statin myotox sup
> CCCC(C)C(=O)Nc1nc(C)c(-c2csc(Nc3cc(Cl)ccc3C)n2)s1 (stereo unspecified)
  0.1, -15.4, -0.3, 10.2, -0.1, x, 0.1, -28.0
> Cc1ccc2nc3c(cc(S(=O)(=O)c4ccccc4)c(=N)n3Cc3ccco3)c(=O)n2c1
  3.4, x, -24.3, -24.6, 0.3, -1.5, -9.1, -6.8
> Cc1ccc(C(=O)Nc2sc3c(c2C(=O)NCc2ccco2)CCCC3)cc1
  -2.5, x, x, 13.6, 2.4, 3.9, -3.6, x
> O=C1NC(=S)N/C1=C/c1cccc2ccccc12
  0.4, 9.6, -18.5, -54.2, -9.2, 2.9, 4.5, -0.8
> CCC(C)NC(=O)CSC1=Nc2ccccc2C2=NC(CC(=O)NCc3ccccc3)C(=O)N12 (stereo unspecified)
  0.7, x, x, 6.6, -8.4, 4.6, 0.6, -1.2
> Cc1ccc(NC(=O)Nc2ccc3c(c2)nnn3C)cc1C
  2.4, 6.9, -13.8, -14.5, 1.6, 7.6, 5.9, -4.5
> Cc1ccc(S(=O)(=O)N2CCC(C(=O)N3CCCCCCC3)CC2)cc1
  4.2, 12.3, -0.7, 3.9, -0.2, -7.2, -2.5, -5.2
> CN1C(=O)c2cc(NC(=O)C3CCCCC3)ccc2OC[C@H]2O[C@@H](CC(=O)NCc3ccccc3F)CC[C@H]21
  -1.2, -13.5, 4.9, 7.5, -4.4, -5.2, -2.8, -62.1
> O=C(C[C@@H]1C[C@H]2c3cc(NS(=O)(=O)c4ccc(F)cc4)ccc3O[C@H]2[C@H](CO)O1)NCc1ccc(-c2ccccc2)cc1
  -34.4, -9.1, 8.1, 88.0*, 9.2, -26.8, -0.2, -59.4
> CCc1ccc(N=C2N=C(N)c3ccccc32)cc1
  -5.1, 0.4, -50.8, x, -0.4, 8.2, -3.5, -14.7
> O=C(NC1CCCCC1)n1c(=O)oc2ccc(Cl)cc21
  x, 5.8, -16.9, x, -4.4, 7.3, x, -1.8
> Cc1ccc(NC(=O)CS(=O)CC(=O)N(CC(=O)NC2CCCC2)c2cccc(C)c2C)cc1 (stereo unspecified)
  -1.6, -35.6, 2.1, x, 0.5, -18.2, 0.4, 20.2
> CO[C@@H]1CN(C)C(=O)c2cc(NC(C)=O)ccc2OC[C@@H](C)N(C(=O)Cc2ccccn2)C[C@@H]1C
  -5.3, -2.2, -12.6, 4.6, -5.6, -9.9, -0.9, -5.2
> CCOC(=O)C1=CN(Cc2cccc(F)c2)S(=O)(=O)N(CC)C1c1cccc(OC)c1 (stereo unspecified)
  -2.3, -27.3, 17.8, 9.8, -2.8, -3.3, -5.2, -0.6
> CC1(C)CC(NC(=O)c2ccc3c(c2)OCO3)CC(C)(C)N1
  9.4, 11.9, -13.9, x, -11.0, -4.5, 4.8, -3.6
> Cc1ccccc1C(=O)Nc1ccc(N2CCN(C(=O)c3ccco3)CC2)cc1
  3.2, 0.1, -11.1, 5.6, -2.8, x, -0.8, -2.0
> CCn1c(CCNC(=O)c2ccc(OC)cc2)nnc1SCc1ccc(Cl)c(Cl)c1
  1.7, -12.9, 8.9, 25.6, 4.2, -5.7, -1.9, x
> Cc1ccc(NC2=CC(=O)C(=O)c3ccccc32)cc1
  22.4, x, x, 9.4, 5.4, 2.4, -3.5, 8.8
> CC(C)(C)NC(=O)COC(=O)CNC(=O)c1cc(Cl)cc([N+](=O)[O-])c1
  -0.9, 0.7, -5.5, 8.5, -2.9, -0.3, 4.2, 9.6
> CC1(c2ccc(OC(F)F)cc2)NC(=O)N(CC(=O)N2CCN(C(=O)c3ccco3)CC2)C1=O (stereo unspecified)
  -1.0, -1.1, -7.6, 3.8, 2.8, 6.2, 1.3, -3.0
> COc1ccc(CN(C)C[C@@H]2Oc3ccc(NS(=O)(=O)c4ccccc4)cc3C(=O)N([C@H](C)CO)C[C@@H]2C)cc1
  -3.9, 2.6, 8.0, 9.5, -2.2, -0.1, -15.6, 3.0
> C[C@H]1CN([C@@H](C)CO)C(=O)c2cc(C#CCc3ccccc3)cnc2O[C@@H]1CN(C)C(=O)C1CC1
  -8.9, 72.4*, 1.2, x, -5.1, -1.7, 3.0, -36.9
> Cc1oc(C(N)=O)nc1-c1ccccc1
  x, -3.0, 2.5, 18.8, -4.9, x, x, x
> CCOCCCNC(=O)Cn1cc2c(n1)-c1c(oc(C(=O)N3CCCC3)c1C)CC2
  -0.4, 4.5, -2.5, x, x, 3.0, 2.6, 0.1
> COc1ccc(N(CC(=O)Nc2cccc(N(C)S(C)(=O)=O)c2)S(=O)(=O)c2ccc(C)cc2)cc1
  -1.5, 9.5, -1.4, -0.4, -3.3, x, -3.5, 1.4
> Cc1cc(NC(=O)CSc2[nH]c(=O)cc(C(F)(F)F)c2C#N)no1
  1.1, 30.5, 0.2, 3.3, x, -4.5, -2.1, -1.7
> COc1ccccc1C#Cc1ccc2c(c1)O[C@H](CN(C)C(C)=O)[C@@H](C)CN([C@H](C)CO)S2(=O)=O
  -11.7, -6.6, -3.3, x, -2.2, -1.0, -4.6, -7.8
> NC(=S)NC1CC2CC1C1C=CCC21 (stereo unspecified)
  x, 6.2, 0.5, 15.7, -4.8, x, x, x
> COc1cccc(/C(O)=C2/C(=O)C(=O)N(c3ccccn3)C2c2ccc(OC)c(OC)c2)c1 (stereo unspecified)
  -0.5, x, x, x, -1.7, 11.6, 2.5, 5.8
> CCCC(=O)C1=C(O)C(C(=O)OC)C(C)(C)CC1=NCCc1ccccc1 (stereo unspecified)
  0.7, -0.7, 1.1, -6.8, 14.1, -27.3, -4.6, 1.8
> Cc1ccc(Cn2nc(C)c(NC(=O)C3(C)CC3(Br)Br)c2C)cc1 (stereo unspecified)
  0.2, -9.7, x, 12.3, -0.5, 13.4, -2.7, 20.9
> C[C@H]1CN([C@@H](C)CO)C(=O)c2cc(NC(=O)CCC(F)(F)F)ccc2O[C@@H]1CN(C)Cc1ccncc1
  -7.1, 15.3, 8.8, -0.5, -5.8, 0.2, 2.0, 4.8
> O=C(CN1CCOCC1)NN=C(c1ccccc1)c1ccccc1
  x, 3.6, 25.7, 22.7, -15.2, x, x, x
> CN(Cc1nccs1)C(=O)c1ccc(OC2CCN(CCc3ccccc3)CC2)cc1
  0.3, -2.9, 4.0, -0.2, 1.8, 0.4, 1.7, 11.6
> COc1ccc(NC(=O)CN(C)C(=O)C(CCSC)NC(=O)c2ccccc2)cc1 (stereo unspecified)
  -0.6, -7.5, 5.7, 5.8, -1.2, x, 1.1, 8.7
> CCN(c1ccccc1)S(=O)(=O)c1ccc(Cl)c(NC(=O)c2ccc(=O)[nH]n2)c1
  -4.4, x, -0.2, -4.3, 12.4, 4.0, 3.3, -1.7
> CCOC(=O)C1CCN(c2cc3c(cc2NC(=O)c2ccc(OC)c(OC)c2)n(C)c(=O)n3C)CC1
  -1.6, 12.8, -0.4, -5.6, -4.1, x, -0.2, 1.8
> CCN(CC)c1ccc(Nc2nc(N3CCOCC3)c3ccccc3n2)cc1
  0.0, x, x, 11.9, 54.9*, 10.2, -1.8, -136.3
